Bioassay records deposited in PubChem by National Center for Advancing Translational Sciences (NCATS).
Epigenetic reg – Quantitative High-Throughput Screen for Regulators of Epigenetic Control. murine LDR cells, GFP reporter derepression, 30 h. Potency, µM (titrated, usually from 53.9 µM), inactives show top-dose GFP activation, hits mostly activators. actives 0.2% (n = 280,000). AID 1865, 2009; also: potency is read from the fitted curve at half-maximal effect; % of control where 0% means no effect; nearly all actives have a fitted effect of over 60% in size
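In this reporter-derepression format, murine cells bearing a silenced integrated CMV-GFP locus incubate with test compound (30 h, 37 C), then are washed and imaged; fluorescent objects of 20–120 um count as induced cells.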
CBFb-RUNX1 inh – qHTS Assay for Compounds Blocking the Interaction Between CBF-beta and RUNX1 for the Treatment of Acute Myeloid Leukemia. AlphaScreen CBFb-His/RUNX1-biotin binding, biochemical. Potency, µM (titrated, usually from 59.8 µM), for inactives: at the highest dose activity, negative = inhibition, most hits filed as inhibitors. 230,000 tested, under 10 active. AID 1477, 2009; also: % of control where 0% means no effect
Target sequence (Q01196 whole entry, looked up): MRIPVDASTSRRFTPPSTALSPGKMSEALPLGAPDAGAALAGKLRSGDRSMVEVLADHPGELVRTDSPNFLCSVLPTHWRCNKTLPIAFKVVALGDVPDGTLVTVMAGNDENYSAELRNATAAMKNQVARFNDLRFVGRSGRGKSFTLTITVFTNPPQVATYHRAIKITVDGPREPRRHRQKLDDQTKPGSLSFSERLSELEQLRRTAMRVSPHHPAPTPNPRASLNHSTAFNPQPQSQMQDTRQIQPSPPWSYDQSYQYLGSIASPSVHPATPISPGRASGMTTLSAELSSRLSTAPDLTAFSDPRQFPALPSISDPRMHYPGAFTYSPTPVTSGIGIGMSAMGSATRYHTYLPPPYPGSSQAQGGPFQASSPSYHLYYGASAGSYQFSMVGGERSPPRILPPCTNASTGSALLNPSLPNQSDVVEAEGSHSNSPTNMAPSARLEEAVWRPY
Target sequence (Q13951 whole entry, looked up): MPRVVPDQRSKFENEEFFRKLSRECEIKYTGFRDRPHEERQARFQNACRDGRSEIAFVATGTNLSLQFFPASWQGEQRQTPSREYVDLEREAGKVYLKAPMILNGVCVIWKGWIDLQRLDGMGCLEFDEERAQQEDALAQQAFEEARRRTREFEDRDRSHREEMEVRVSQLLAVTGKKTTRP
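AlphaScreen binding: CBFb-His and RUNX1-biotin (30 nM each) preincubated 20 min, compound added for 15 min, then nickel and streptavidin beads for 90 min, all at room temperature. Disruption of the interaction by any mechanism counts as activity.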
KinaseGlo FLuc – Counterscreen for Luciferase (Kinase-Glo TM) Inhibition; Kinase-Glo luciferase, ATP luminescence, 8 min; actives 0.28% (n = 200,000); Luciferin 4-monooxygenase (Photuris pensylvanica), Q27757; Potency, µM (series often up to 38.3 µM), without a hit: at the top dose activity change, negative = inhibition, most hits filed as inhibitors; also: potency is read from the fitted curve at half-maximal effect; % is scaled to controls: 0 for no effect and ±100 for the full control effect; nearly all actives have a fitted effect of over 60% in size
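Kinase-Glo luciferase light output from ATP and luciferin was measured with 10 uM ATP, within the enzyme's linear range. Buffer: 50 mM imidazole pH 7.2, 50 mM KCl, 7 mM MgCl2, 0.01% Tween 20, 0.05% BSA; luminescence read after 8 min at ambient temperature.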
IMPase Li inh – qHTS Assay for Identifying the Cell-Membrane Permeable IMPase Inhibitors: Potentiation with Lithium | CHO-M1 cells, IP1 TR-FRET (IP-One), carbachol + lithium | Potency, µM (doses to about 59.4 µM), inactives show at the top dose activity, negative = IMPase inhibition, hits mostly inhibitors | actives 0.35% (n = 210,000);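 also: IP1 builds up when IMPase is blocked and the TR-FRET signal falls; potency is read from the fitted curve at half-maximal effect; plate controls were basal vehicle for no effect and high inhibitor control for full effect; nearly all actives have a fitted effect of over 50% in size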
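Concentration–response in CHO-M1 cells, lithium-potentiated; 30 min at 37C. IP1 detected by competitive TR-FRET after 10 min lysis at RT. Hill-fitted AC50.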
LMNA splice mod – qHTS Assay for Modulators of Lamin A Splicing; HeLa LMNA splicing GFP/RFP minigene ratio, 48 h; actives 0.01% (n = 200,000); AID 1487, 2009; Potency, µM (doses to about 46.1 µM), inactives show at the top dose ratio change, negative = inhibition, actives largely listed as inhibitors; active = well fitted inhibition curve with a large enough effect in the signal ratio, with a control signal flat, not every such curve was filed as active; inconclusive = small, poorly fitted or top-dose-only effect, or effect the other way, or a change in a side signal; the % refers to the signal ratio; also: potency is read from the fitted curve at half-maximal effect; % is scaled to controls: 0 for no effect and ±100 for the full control effect
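Read-out is the ratio of GFP to DsRed2 object intensity, acquired by 488 nm laser-scanning cytometry on HeLa lamin A-EGFP minigene reporter cells. Compound incubation 48 hrs at 37 °C in Opti-MEM with 2% FBS; DMSO 0.5% final.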
NPSR antag – qHTS Assay for Antagonists of the Neuropeptide S Receptor: cAMP Signal Transduction. AID 1461, 2008. actives 1% (n = 220,000). Q6W5P4. Potency, µM (titrated, usually from 38.3 µM), inactives show at the top dose activity change, negative = inhibition, actives largely listed as inhibitors. CHO-NPSR cells, cAMP TR-FRET, antagonist mode; also: potency is read from the fitted curve at half-maximal effect; % is scaled to controls: 0 for no effect and ±100 for the full control effect; nearly all actives have a fitted effect of over 50% in size; many of its hits are not listed in these tables
Target sequence (Q6W5P4 whole entry, looked up): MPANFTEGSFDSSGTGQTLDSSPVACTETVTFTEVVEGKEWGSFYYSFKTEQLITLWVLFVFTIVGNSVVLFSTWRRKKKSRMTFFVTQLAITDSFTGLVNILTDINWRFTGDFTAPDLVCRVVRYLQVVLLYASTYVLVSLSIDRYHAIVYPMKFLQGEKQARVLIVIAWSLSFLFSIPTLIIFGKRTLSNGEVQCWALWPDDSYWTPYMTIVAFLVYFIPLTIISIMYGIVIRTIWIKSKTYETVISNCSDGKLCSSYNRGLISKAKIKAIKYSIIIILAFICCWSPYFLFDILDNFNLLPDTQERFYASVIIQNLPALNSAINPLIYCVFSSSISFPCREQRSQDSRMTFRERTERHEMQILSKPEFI
HTT aggregate – qHTS Multiplex Assay to Identify Dual Action Probes in a Cell Model of Huntington: Aggregate Formation (GFP); PC12 HttQ103-GFP aggregates, Acumen cytometry, 40 h; Potency, µM (top dose mostly 46.1 µM), for the others: at the top dose activity change, negative = inhibition, usual class: inhibitors; actives 1.1% (n = 220,000); AID 1688, 2009; also: potency is read from the fitted curve at half-maximal effect; % is scaled to controls: 0 for no effect and ±100 for the full control effect; nearly all actives have a fitted effect of over 60% in size
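Ecdysone-promoter PC12 model expressing HTT exon 1 Q103 fused to GFP, induced by tebufenozide at 100 nM final. Compounds titrated; aggregates sized 1–25 µm scored on a 488 nm laser cytometer.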
The depositor's hits bear a star; ? = inconclusive; . = not tested or not shown; & = joins results of further samples; [ ] = dose if it differs, or a comment. Unless noted, calls follow the shape of the dose curve; as a rule, active = well fitted curve in the direction sought with a large enough effect; inconclusive = small, poorly fitted or top-dose-only effect, or another doubt; inactive = no such curve, though single readings can be large; an effect the other way counts as inactive or inconclusive. These rows are one share of the data; count on the stated rates, not on these rows.

SMILES | Epigenetic reg | CBFb-RUNX1 inh | KinaseGlo FLuc | IMPase Li inh | LMNA splice mod | NPSR antag | HTT aggregate
COc1ccc(NC(=O)Cc2c(F)cccc2Cl)cc1 | 7.9% | 0% | -1% | -2% | . | 3% | 19%
Cc1noc(C)c1COC(=O)c1cccc(S(=O)(=O)N2c3ccccc3CC2C)c1 (configuration not stated) | -1.1% | 23% | -2% | 22%[38.3 µM] | ? | -22%[46.1 µM] | 8%
CC(C)(C)CC(C)(C)NC(=O)Nc1cccc([N+](=O)[O-])c1 | -5.8% | 8% | -2% | 12% | ? | -21% | ?
CCOc1ccc2nc(NS(=O)(=O)c3ccc4c(c3)n(C)c(=O)n4C)sc2c1 | -1.0% | 3% | 2% | 4%[38.3 µM] | 22% | ? | 0%
COc1ccc2c(=O)cc(-c3ccc(O)cc3)oc2c1 | 0.0% | 2%[21.7 µM] | -6% | 13% | . | . | .
CCN1CCC2(CC1)N=C(c1ccc(F)cc1)C(=S)N2 | 5.0% | -1% | 1% | 21% | . | -12% | -28%
COc1ccc2[nH]c(=O)c(CN(C(C)=O)c3cccc(C)c3)cc2c1 | 0.9% | 0% | 1% | 2%[38.3 µM] | 10% | -9%[46.1 µM] | -3%
Cc1ccc(-c2cc3c(n2-c2ccc(C(=O)O)cc2)CCCC3=O)cc1 | -1.3% | -1% | 0% | -9% | ? | 0% | ?
O=C(Cc1cccs1)Nc1cccc(-c2nc3ccccc3o2)c1 | ? | -3% | 0% | -2%[38.3 µM] | -2%[0.0737 µM] | 2%[46.1 µM] | 2%
O=S(=O)(Nc1ccccn1)c1cnc(Cl)c(Br)c1 | 1.1% | 4% | 0% | -5% | -7% | 1%[46.1 µM] | -18%
CCOC(=O)c1c(NC(=O)C2CCCO2)sc(C(=O)OC(C)(C)C)c1C (configuration not stated) | 0.0% | -4% | 0% | 9%[38.3 µM] | -2% | 11%[46.1 µM] | 2%
CC(C)NCC(O)c1ccc(O)c(O)c1 (configuration not stated) | 0.0%&0.0%&1.1%&-0.5% | -16% | -2%&0%&-2% | 10%&7%&-6%&-1%&3% | -22%&-12%&-28% | -3%&1%[46.1 µM] | -8%
Cc1cc(NC(=O)CSc2nccn2-c2ccc([N+](=O)[O-])cc2)no1 | -2.9% | -7% | 1% | 7% | . | 17% | 32%
O=C(NCc1ccc2c(c1)OCO2)c1ccc(CSCc2cccc(Cl)c2)o1 | -0.9% | 5% | 0% | 2% | ? | -11% | 0%
COc1cc(/C=N/Nc2snc(SC)c2C#N)ccc1O | -0.5% | 3% | -3% | 0%[38.3 µM] | ? | -16%[46.1 µM] | -7%
COC(=O)C1=COC(OC2OC(CO)C(O)C(O)C2O)C2C1C=CC2(O)CO (configuration not stated) | 0.0% | ? | . | . | . | 9% | 20%[9.22 µM]
Cc1nnn(C23CC4CC(CC(C(=O)NN)(C4)C2)C3)n1 | -1.4% | 6% | -2% | 4% | -5% | 1% | 3%
Cc1cc(C)n(-c2nc(C)nc(N)n2)n1 | -2.1% | 3% | -2% | 28%[38.3 µM] | 1% | -2%[46.1 µM] | 0.79µM*
O=C(Nc1cccc(F)c1)c1ccc(-c2ccccc2Cl)o1 | -2.3% | 0%[2.36 µM] | -11% | 15% | ? | -11% | 7%
O=C1C(Cc2ccccc2)S/C(=N/N=C/c2ccco2)N1c1ccccc1 (configuration not stated) | 6.0% | -23% | -2% | 6%[38.3 µM] | -3% | -8%[46.1 µM] | 12%
CCn1nc(C)c(Br)c1Nc1ccc(Br)cc1 | -4.8% | 0% | 0% | 10% | . | -28% | -18%
O=C1NCCN(Cc2ccc(Cl)c(F)c2)C1CC(=O)N1CCCO1 (configuration not stated) | 3.8% | 3% | -5% | 1% | 7%[46 µM] | -20% | 12%[9.22 µM]
COc1ccc(/C=C/C(=O)NC(=S)N2CCN(c3ccccn3)CC2)cc1OC | 7.0% | -11% | 0% | 3% | -2%[46 µM] | -13% | 8%[9.22 µM]
Cc1c(Br)c(C(F)(F)F)nn1CC(=O)NCc1ccccc1 | 0.9% | 1% | -1% | 7% | 7% | -6% | 9%
CC(=O)c1c(C)[nH]c(C(=O)OCC(=O)Nc2ccc(Cl)cc2[N+](=O)[O-])c1C | 2.6% | -3% | 0% | 14% | ? | -11%[46.1 µM] | ?

Ordered by count of non-hydrogen atoms (smallest number first): 4 of the compounds above.
SMILES | Epigenetic reg | CBFb-RUNX1 inh | KinaseGlo FLuc | IMPase Li inh | LMNA splice mod | NPSR antag | HTT aggregate
O=S(=O)(Nc1ccccn1)c1cnc(Cl)c(Br)c1 | 1.1% | 4% | 0% | -5% | -7% | 1%[46.1 µM] | -18%
O=C(Cc1cccs1)Nc1cccc(-c2nc3ccccc3o2)c1 | ? | -3% | 0% | -2%[38.3 µM] | -2%[0.0737 µM] | 2%[46.1 µM] | 2%
CC(=O)c1c(C)[nH]c(C(=O)OCC(=O)Nc2ccc(Cl)cc2[N+](=O)[O-])c1C | 2.6% | -3% | 0% | 14% | ? | -11%[46.1 µM] | ?
COC(=O)C1=COC(OC2OC(CO)C(O)C(O)C2O)C2C1C=CC2(O)CO (configuration not stated) | 0.0% | ? | . | . | . | 9% | 20%[9.22 µM]

Additional structures:
SMILES | Epigenetic reg | CBFb-RUNX1 inh | KinaseGlo FLuc | IMPase Li inh | LMNA splice mod | NPSR antag | HTT aggregate
Brc1ccccc1-c1nnc(-c2cccnc2)o1 | -1.1% | 3% | 0% | -1%[38.3 µM] | -3% | -1%[46.1 µM] | -5%
Cc1cc(N2CCN(C)CC2)nc2ccc(NC(=O)c3cccnc3Cl)cc12 | -1.8% | 3% | 3% | 27%[38.3 µM] | 9% | -11%[46.1 µM] | 11%[9.22 µM]
CCCN1C(=O)c2cc(C(=O)Nc3cccc(C(C)=O)c3)ccc2C1Nc1cccc(C(C)=O)c1 (configuration not stated) | 2.1% | 4% | . | . | . | -9% | -11%[9.22 µM]
COc1ccc(/C=N\NC(=O)c2ccc(Cn3cc(Br)c([N+](=O)[O-])n3)o2)c(OC)c1C | 6.2% | 3% | -5% | 8% | ? | 13% | -10%[9.22 µM]
Cc1cc(Cl)cc(C)c1OCCCCn1ccnc1 | -2.0% | -3% | -1% | -19%[38.3 µM] | ? | 7%[46.1 µM] | -22%[9.22 µM]
Cc1nc(N2CCOCC2)c2nc(-c3ccccc3)n(CCCN3CCCCC3C)c2n1 (configuration not stated) | 2.5% | 8% | -3% | 3% | . | . | .
CC(C)CCn1c(CN2CCN(c3cccc(Cl)c3)CC2)nc2c1c(=O)n(C)c(=O)n2C | 3.6% | 3% | . | . | . | -44% | -9%[9.22 µM]
Cc1sc2ncnc(Nc3ccccc3)c2c1C | -0.1% | -2% | 0% | 10%[38.3 µM] | -8% | -2%[46.1 µM] | ?
COc1ccc2c(c1)C1(Nc3ccccc3-c3nc4ccccc4n31)C(=O)N2C (configuration not stated) | -1.2% | 5% | -1% | 3% | ? | -18%[46.1 µM] | -11%
Cc1c(C(=O)N/N=C/c2ccc(N(C)C)cc2)[nH]c2ccc(Cl)cc12 | ? | 9% | 0% | -5% | -17% | 3% | -7%
CN1CCN(CCCNC(=O)c2ccc(/C=C3\Sc4ccccc4N(Cc4ccccc4F)C3=O)cc2)CC1 | 9.6% | 2% | -2% | 17% | ? | -2% | ?
NS(=O)(=O)c1ccc(NC(=S)N2CCN(Cc3ccc4c(c3)OCO4)CC2)cc1 | 1.2% | -2% | 0% | 0% | -4%[46 µM] | 7% | -8%
Cc1cc(C(=O)OCC(=O)c2ccc3c(c2)NC(=O)CO3)c2ccccc2n1 | -1.0% | -7% | -5% | 25%[38.3 µM] | -4% | -9%[46.1 µM] | 5%
Cc1nc(C(=O)N2CCc3c([nH]c4ccccc34)C2c2cc(F)ccc2F)cs1 (configuration not stated) | -5.4% | 3% | 4% | 16% | . | 38% | -17%
Cn1nc(C(F)(F)F)c(C#N)c1N1CCN(c2cccc(C(F)(F)F)c2)CC1 | -0.7% | -1% | -1% | 3%[38.3 µM] | ? | -19%[46.1 µM] | 12%
Cc1nc2cc(NC(=O)NCCC3=CCCCC3)ccc2o1 | -2.1% | 4% | 0% | 20%[38.3 µM] | -7% | 2%[46.1 µM] | ?
CCOc1ccc(-c2nnn(CC(=O)NCc3ccc(OC)cc3)n2)cc1OCC | 0.8% | 6% | -1% | -10%[38.3 µM] | 1% | -3%[46.1 µM] | 10%
Cc1nn(C)c(C)c1CN(C)C(=O)C1c2ccccc2Oc2ccccc21 | 0.0% | -3% | 2% | 17% | 12% | -7% | 2%
CCOC(=O)c1ccc(NC(=O)Oc2ccccc2)cc1 | -2.7% | 3% | -1% | 6%[38.3 µM] | -5% | -5%[46.1 µM] | 21%
Cc1ccc2cc(CN(Cc3nnnn3C3CCCC3)C3CCCCC3)c(=O)[nH]c2c1C | -0.7% | 3% | -4% | 4%[38.3 µM] | ? | -12%[46.1 µM] | -5%
CC1CN(c2ncc(/C=N/NC(=O)c3ccccc3O)s2)CC(C)O1 (configuration not stated) | 2.4% | -3% | -1% | 2% | 4%[46 µM] | -27% | -24%
COc1ccc(/C=C2\N=C(C)N(c3ccc4ccccc4c3)C2=O)cc1OC | ? | 5% | 1% | 9% | ? | 2% | 21%
O=C(c1ccccn1)N1CCN(c2cccc(C(F)(F)F)c2)CC1 | -0.1% | -2% | 5% | 0% | -4%[46 µM] | 4% | -29%
Cc1ccc2c(c1)C1C3CCC(C3)C1S(=O)N2 (configuration not stated) | 0.0% | 9% | 0% | 2% | 4%[46 µM] | 16% | -5%
CCN(C(=O)CSc1nnnn1C)c1c(N)n(Cc2ccccc2)c(=O)[nH]c1=O | 0.1% | 0% | 0% | 8% | -4%[46 µM] | 14% | 19%
O=c1[nH]c(Nc2ccccc2)cc2ccccc12 | -5.3% | ? | ? | 1%[38.3 µM] | -8%[0.0737 µM] | -9%[46.1 µM] | 24%
COc1ccc(-c2ccc(SCC(=O)N3c4ccccc4CC3C)nn2)cc1OC (configuration not stated) | -0.9% | 5% | 0% | 7% | ? | -4%[46.1 µM] | ?
COc1ccc(-c2nc3c4ccccc4ccn3c2CN2CCOCC2)cc1OC | 2.1% | -5% | . | . | . | -11% | -5%[9.22 µM]
Oc1ccc(/C=N/N2CCN(c3ccccn3)CC2)cc1 | 2.5% | 0% | . | . | . | 35% | -4%[9.22 µM]
